PMI inhibitors: inhibitors of human PMI, primary screen, biochemical, fluorescence intensity, coupled assay (AID 1209); purified PMI enzyme, coupled fluorescence intensity; higher % means a stronger effect; inhibition, % at 20 µM, or IC50 in µM where a hit was titrated; 0.42% of 190,000 active;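 note: plate controls were DMSO vehicle for no effect and wells lacking substrate for full effect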
Myeloid diff 2: induction of myeloid progenitor differentiation, primary screen, cell-based, flow cytometry, MLPCN library | ER-HoxA9 myeloid progenitors, lysozyme-GFP differentiation | calls only at 10 µM | 1% of 360,000 active | AID 624256, 2012;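 active = normalized GFP-positive differentiation at or above the plate's own cutoff, the solvent-only control mean plus 3 SD; inconclusive = no clear call, values can overlap the other calls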;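 note: cells exposed to compound for four days before flow analysis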
TNAP activators: human TNAP enzyme activators, primary screen, biochemical, luminescent, no phosphate acceptor, uHTS (AID 1001); Alkaline phosphatase, tissue-nonspecific isozyme (Homo sapiens); purified TNAP, luminescent activation assay, no phosphate acceptor; higher activation fold means a stronger effect; one-dose activation fold at 20 µM; EC50 in µM for titrated hits; 0.03% of 200,000 active; in the data active = activation fold from about 3, or a potency from the dose series; inactive = the rest, 99 in 100 with activation fold below about 1.6; note: many of its hits are not listed in these tables
WT yeast gro inh: growth inhibition of WT strain, primary screen, mitochondrial fusion inhibitor project, WT and mutant strains, chemical genetic. mitochondrial fusion phenotypic screen. inhibition, % at 10 µM. 2.1% of 190,000 active. AID 1362, 2008; in the data active = inhibition above about 58%; tested in S. cerevisiae
UTI89 phage lysis: inhibition of K1F phage lysis, E. coli UTI89, bacterial capsule biogenesis inhibitors, alamar blue (AID 488966); E. coli UTI89 K1F phage lysis, alamar blue, 2 h; higher % means a stronger effect; one-dose inhibition, % at 100 µM; IC50 in µM for titrated hits; 0.02% of 340,000 active;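 active = phage lysis inhibition, versus mean bacterial control, above a set limit; inconclusive = no clear call, values can overlap the other calls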;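 note: capsule biogenesis inhibitors block K1F phage lysis so surviving cells raise fluorescence; higher fluorescence means more inhibition of phage lysis; actives were called in the ten point dose series up to 300 µM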
human PMI inhibitors: human PMI inhibitors, high substrate, primary screen, biochemical, fluorescence intensity, high mannose 6-phosphate (AID 1220). Mannose-6-phosphate isomerase (Homo sapiens). recombinant PMI enzyme, coupled fluorescence intensity; higher % means a stronger effect. inhibition, % at 20 µM, or IC50 in µM where a hit was titrated. 0.66% of 190,000 active
ER stress rescue: rescue of cells from ER stress-induced death, primary screen, 384-well, CSM14.1, thapsigargin, ATP luminescence (AID 1222); CSM14.1 thapsigargin-induced death rescue, ATP luminescence; higher % means a stronger effect; one-dose cellular ATP content (survival), % at 20 µM; EC50 in µM for titrated hits; 190,000 tested, under 10 active;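 active = EC50 below 50 µM in the dose-response confirmation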;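 note: death triggered by thapsigargin at about 15 µM added after 2 h compound pretreatment; cell ATP read after overnight thapsigargin exposure of roughly 18 to 22 hours; normalized against plate controls of thapsigargin alone and 5% DMSO vehicle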
M1AAP inhibition: P. falciparum M1AAP inhibitors, biochemical, fluorogenic H-Leu-NHMec substrate, 1536-well (AID 1445); 0.42% of 220,000 active; inhibition, % at 30 µM, or IC50 in µM where a hit was titrated; Aminopeptidase N (Plasmodium falciparum (isolate 3D7)); recombinant M1AAP, H-Leu-NHMec fluorogenic kinetic assay; higher % means a stronger effect;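 active = primary inhibition above the hit cutoff, then over 50% inhibition at one or more dose response concentrations, cut at about 23% in these data, passing the limit was not always enough; inconclusive = conflicting primary data, or primary hits not chosen for dose response; inactive = low primary inhibition, or under 50% at every dose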;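 note: plate controls were DMSO full reaction for no effect and no enzyme background for full effect; strong numbers were not always called active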
Lipid droplet: inhibitors of hepatocyte lipid droplet formation, primary screen, imaging, high-throughput imaging, BODIPY stain; AML12 mouse hepatocytes, oleate lipid droplets; inhibition, % at 6.5 µM; 0.4% of 240,000 active; AID 1656, 2009;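 active = lipid droplet intensity inhibited by at least 50%, with more than 500 cells counted; inconclusive = wells with under 300 cells, treated as cytotoxic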
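Test system: AML12 hepatocytes (mouse); reagent: oleate loading, 100 µM; dosing: one dose, 6.5 µM compound; incubation: overnight exposure; signal: fluorescence imaging, 20x objective, two fields per well; read-out basis: % inhibition of corrected integrated BODIPY droplet signal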
WT yeast gro inh mutant strain: further read-out of WT yeast gro inh, marked with its call; inhibition, %; mitochondrial fusion phenotypic screen, mutant strain inhibition
Lipid droplet cells 6.5 µM: also measured in Lipid droplet; calls as there; cell count; measured here: cell count, cytotoxicity flag;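 cells counted across two imaged fields per well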
Myeloid diff 2 GFP+ MAC1+ %: also measured in Myeloid diff 2; calls as there; GFP+ MAC1+ double positive, %; measured here: differentiation confirmed by MAC1 staining
The depositor's hits bear a star; i = inactive; ? = inconclusive; · = not tested or not shown; [ ] = dose if it differs, or a comment. Cut-off read from the data, not from the text of the source, unless noted: active = inhibition above about 50%; inactive = the rest. These rows are one share of the data; the hit share may differ from the screen's.

SMILES	PMI inhibitors	Myeloid diff 2	Myeloid diff 2 GFP+ MAC1+ %	TNAP activators	WT yeast gro inh	WT yeast gro inh mutant strain	UTI89 phage lysis	human PMI inhibitors	ER stress rescue	M1AAP inhibition	Lipid droplet	Lipid droplet cells 6.5 µM
CC(=O)c1c(C)n(CCCOC(C)C)c2ccc(O)cc12	14%	i	6.4	1.1	2	-13	-0.1%	11%	0.0%	1%	-9	808
O=C(COC(=O)c1ccc(O)cc1)Nc1ccc(Cl)cc1C(=O)c1ccccc1	13%	i	0.8	1.1	77*	38*	0.1%	11%	4.1%	2%	13	641
O=C1NC(=O)C(=Cc2ccc3c(c2)OCO3)C(=O)N1	-4%	·	·	1.2	-12	6	·	-4%	0.6%	0%	14	676
CC(O)(CS(=O)(=O)c1cccc(C(F)(F)F)c1)C(=O)Nc1ccc(C(F)(F)F)cc1 (configuration not stated)	10%	i	0.6	1	12	20	0.8%	5%	-4.1%	3%	·	·
COCCCn1c(N)c(C(=O)NCCC(C)C)c2nc3ccccc3nc21	38%	i	0.9	1	43	11	-0.9%	64%*	-1.6%	4%	·	·
Cc1oc2ccc(OC(=O)N(C)C)cc2c1C(=O)OC(C)C	16%	i	0.9	1.1	75*	69*	0.2%	18%	-2.0%	-2%	-2	621
CCC(C)/C=C(C)/C=C/C1=CC2=C(Cl)C(=O)C(C)(OC(C)=O)C(=O)C2=CO1 (configuration not stated)	-2%	i	1.7	0.9	20	19	-0.8%	32%	-1.2%	15%	-7	678
COc1ccccc1C(=O)C1CCCN(Cc2cnc(C)s2)C1 (configuration not stated)	5%	i	1.3	1.1	-2	-5	0.4%	0%	1.8%	0%	-23	612
CCC12CN3CCN(CC(C3)/C1=N/NC(N)=O)C2	-6%	i	0.2	1.1	-19	10	0.5%	-1%	-0.7%	-1%	-2	708
O=c1cc(C2CCNCC2)[nH][nH]1	14%	i	0.8	1.2	2	0	0.6%	1%	-1.2%	4%	·	·
O=c1[nH]c(=S)n(C2CC2)c(O)c1/C=N/Nc1ccccc1	-62%	i	1.1	1.1	58*	34*	2.9%[50 µM]	-104%	-1.5%	6%	5	629
Nc1nnc(P(c2ccccc2)c2ccccc2)s1	·	i	0.2	·	·	·	1.0%	·	·	5%	1	775

Entries of single compounds from above. Order of screens: PMI inhibitors, Myeloid diff 2, Myeloid diff 2 GFP+ MAC1+ %, TNAP activators, WT yeast gro inh, WT yeast gro inh mutant strain, UTI89 phage lysis, human PMI inhibitors, ER stress rescue, M1AAP inhibition, Lipid droplet, Lipid droplet cells 6.5 µM
`O=C(COC(=O)c1ccc(O)cc1)Nc1ccc(Cl)cc1C(=O)c1ccccc1` is listed as 13%, i, 0.8, 1.1, 77*, 38*, 0.1%, 11%, 4.1%, 2%, 13, 641
`CC(=O)c1c(C)n(CCCOC(C)C)c2ccc(O)cc12` is listed as 14%, i, 6.4, 1.1, 2, -13, -0.1%, 11%, 0.0%, 1%, -9, 808

Additional results:
SMILES	PMI inhibitors	Myeloid diff 2	Myeloid diff 2 GFP+ MAC1+ %	TNAP activators	WT yeast gro inh	WT yeast gro inh mutant strain	UTI89 phage lysis	human PMI inhibitors	ER stress rescue	M1AAP inhibition	Lipid droplet	Lipid droplet cells 6.5 µM
COP(=O)(OC)C(O)C(Cl)(Cl)Cl (configuration not stated)	-13%	·	·	1	-4	8	·	-8%	15%	5%	-5	722
CNc1ccc2oc(C[C@H]3O[C@@]4(CC[C@H]3C)O[C@H]([C@H](C)C(=O)c3ccc[nH]3)[C@H](C)C[C@H]4C)nc2c1C(=O)O	·	?	·	·	·	·	-0.9%	·	·	4%	-82	538
CN1CCN(c2ccc(NC(=O)Oc3ccccc3)cc2)CC1	8%	i	0.7	1.2	-11	-31	5.6%	3%	1.3%	1%	12	769
COC(=O)C(O)(c1cn(C)c2ccccc12)C(F)(F)F (configuration not stated)	14%	i	1.7	1	7	21	1.0%	-4%	0.3%	-1%	·	·
CC1CN(C)C(C)(C)CC1(O)c1ccccc1 (configuration not stated)	12%	i	1.7	1	-7	-2	4.4%	7%	0.6%	10%	-18	724
CN1CCN(Cc2nnc3n2-c2ccc(Cl)cc2C(c2ccccc2)=NC3)CC1	2%	i	0.3	1	7	1	-0.2%	12%	-2.5%	2%	-2	655
O=c1[nH]c(=S)n(-c2ccc(Cl)cc2)c(O)c1/C=N/N1CCOCC1	·	i	0.2	·	·	·	0.8%	·	·	8%	2	756
CCC(C)n1c(O)c(/C=N/NC(=O)c2ccncc2)c(=O)[nH]c1=S (configuration not stated)	-6%	i	1.5	0.3	4	9	-0.7%[50 µM]	-32%	-3.7%	-4%	11	708
CN1CCN(Cc2cc(C(C)(C)C)c(O)c(C(C)(C)C)c2)CC1	8%	i	0.2	1.2	2	15	-0.3%	5%	3.0%	2%	3	780
Cc1cc(OCC(=O)OC(C)(C)C)c2c3c(c(=O)oc2c1)CCC3	-14%	i	0.4	1.1	12	-9	0.3%	-16%	-1.1%	·	·	·
COc1ccc(CCNCc2ccncc2)cc1OC	-10%	i	4.1	1	19	19	6.4%	-25%	-3.7%	4%	-2	696
O=C(O)[C@H]1C[C@@H]1[C@H](NP(=O)(c1ccccc1)c1ccccc1)c1ccccc1	-12%	i	2.3	1.1	17	7	0.9%	-10%	-2.5%	0%	-17	730
CN1C2CCC1/C(=C/c1ccccn1)C(=O)/C2=C\c1ccccn1	-14%	?	·	1.1	81*	77*	-0.2%	-5%	-2.6%	21%	?	·
Cc1ccc(OP(=O)(NC(C)c2ccccc2)Oc2ccc(C)cc2)cc1 (configuration not stated)	14%	i	0.7	1.1	0	3	-0.5%	23%	7.8%	·	-8	718
C=CCn1c(O)c(C(C)=NCCCN(C)C)c(=O)[nH]c1=O	·	i	0.5	·	·	·	0.7%	·	·	1%	5	724
O=C(COc1ccc(Br)cc1)N1CCN(Cc2ccncc2)CC1	19%	i	0.6	1.1	-14	5	-0.1%	14%	0.3%	5%	·	·
Cn1c(O)c(/C=N/c2ccccn2)c(=O)n(C)c1=O	0%	i	0.9	1.1	-3	-2	2.1%	0%	1.6%	4%	·	·
CCOc1ccc(NC(=O)C2C3c4ccccc4C(c4ccccc43)C2C(=O)O)cc1 (configuration not stated)	3%	i	0.6	1	6	12	-2.2%	1%	-0.8%	-1%	-13	657
OC1(c2cccnc2)CC2CCC(C1)N2Cc1nnnn1Cc1ccccc1 (configuration not stated)	-3%	i	1.1	1	-7	-7	0.5%	-8%	-1.7%	5%	·	·
O=C(NC[P+](=O)O)OCc1ccccc1	-3%	i	1.4	1.1	3	-33	-0.5%	-7%	-3.1%	0%	17	741
O=C1C2CCN(CC2)[C@@H]1Cc1ccc2ccccc2c1O	27%	i	0.8	1.1	11	21	0.1%	14%	·	4%	2	738
COc1cccc(N=Nc2c(O)[nH]c(=S)[nH]c2=O)c1	·	i	0.6	·	·	·	0.1%	·	·	16%	3	700
CCC1CCCCN1CC(=O)c1ccc(OC(F)F)cc1 (configuration not stated)	-33%	i	1.7	1.1	-11	-10	1.6%[50 µM]	-35%	-2.4%	5%	-4	649
CCN1C(=O)NC(=O)/C(=C/c2cc(C)n(-c3sc(C)c(C)c3C#N)c2C)C1=O	-46%	i	0.5	0.9	10	-7	2.5%	-61%	-3.8%	13%	6	536
C=C(COC(=O)CCC(=O)O)CC1CC(O)[C@]2(C)OC3CC4OC5C[C@]6(C)O[C@]7(C)CCC8OC9C[C@]%10(C)OC%11C(C)=CC(=O)OC%11CC%10OC9C[C@@H](C)C8OC7CC6O[C@]5(C)C/C=C\C4OC3CC2O1 (some centres not stated)	·	i	3.3	·	·	·	-2.2%	·	·	-5%	7	680
CC(=O)N1CCN(c2ccc(N=Cc3c(O)n(-c4ccc(Cl)cc4)c(=O)[nH]c3=O)cc2)CC1	13%	i	0.4	1	1	7	0.3%	3%	-3.6%	52%	-1	766
COc1cccc(C2(C#N)CCN(C)CC2)c1	-9%	i	0.4	0.9	-23	6	0.4%	-14%	-1.3%	-2%	-6	711
Cc1nc2c(C(=O)N3CCC4(CC3)OCCO4)cnn2c(C)c1Cc1cccc(Cl)c1	-23%	i	0.2	1.1	7	11	0.7%	-7%	2.9%	0%	-16	697
Cc1ccc2c(c1)c(=O)c1c3n2CCN(CC2CO2)C3CC1 (configuration not stated)	8%	i	0.1	1.1	1	7	0.3%	2%	0.8%	4%	5	724
CCN(CC)c1ccc(N=Cc2c(O)n(-c3cc(OC)ccc3OC)c(=O)[nH]c2=O)cc1	9%	i	2.5	1	3	11	0.5%	32%	-2.5%	18%	40	695
CC(C)OP(=O)(OC(C)C)C(NCc1ccccc1)c1ccccc1 (configuration not stated)	-26%	i	0.3	1	-6	1	0.3%	-17%	-0.9%	-1%	-29	691
CN1C(=O)/C(=C/c2cccn2-c2ccc3ccccc3c2)C(=O)NC1=S	-2%	i	0.4	0.8	27	38	0.1%	-26%	-2.8%	19%	8	795
C=C(C)Cn1c(=O)n(CC2CS2)c2ccccc21 (configuration not stated)	4%	i	0.3	1.1	-2	-9	6.2%	2%	11%	0%	19	707
CC(=Nc1ccc2c(c1)CCC2)c1c(O)n(C2CCCCC2)c(=O)[nH]c1=O	-2%	i	0.7	1.1	11	-6	0.5%	6%	0.3%	0%	·	·
C/C=C1/CN2C3CC1C(CO)(C(=O)OC)C2Cc1c3n(C)c2ccccc12 (configuration not stated)	·	i	2.5	·	·	·	7.9%	·	·	2%	-1	737
CC1CCN(C(=O)c2ccc(N3CC4CC(C3)c3cccc(=O)n3C4)c([N+](=O)[O-])c2)CC1 (configuration not stated)	11%	i	0.6	1.1	-23	4	1.4%[50 µM]	-1%	-2.2%	2%	-3	689
COC(=O)CC1(Cc2ccccc2)C(=O)NC(=O)NC1=O	16%	i	0.6	1.1	13	3	6.0%	15%	-3.1%	2%	-7	602
COC(=O)N(c1ccc(OC)cc1)P1(=S)OCCC(C)O1 (configuration not stated)	62%*	i	0.7	1.1	8	12	6.5%	12%	·	3%	8	704
C=CCn1c(O)c(C(C)=NCCN2CCN(C(=S)NC)CC2)c(=O)[nH]c1=O	·	i	0.8	·	·	·	-1.9%	·	·	7%	3	696
N#CC1=C(N)Oc2c(c(=O)oc3ccccc23)C1c1ccncc1 (configuration not stated)	-4%	i	1.3	1.1	-6	-4	0.3%	-4%	-0.1%	14%	·	·
CC1CCCN(C(=O)CCl)C1 (configuration not stated)	-23%	i	0.5	1	2	-9	0.1%	-9%	-1.6%	3%	-13	632
